Bioassay records: PubChem BioAssay, several laboratories
TbHK1 inh = Trypanosoma brucei hexokinase 1 inhibitors, primary screen, biochemical, G6PDH-coupled NADH absorbance, MLSCN library; AID 1430, 2008; hexokinase 1 [Trypanosoma brucei]; actives 0.11% (n = 220,000); inhibition, % at 10 µM; recombinant TbHK1, G6PDH-coupled NADH A340;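 active = inhibition of 50% or more in the single-dose primary screen; inactive = inhibition below 50%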
PPC-1+TRAIL kill = compounds killing PPC-1 cancer cells with TRAIL present, primary screen, TRAIL potentiator project, ATPLite luminescence, uHTS; PPC-1 cells + TRAIL, ATPLite viability luminescence; cell killing (% activity), % at 4 µM; actives 0.41% (n = 220,000); AID 1443, 2008;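 active = cell killing above 50% in the first pass at 4 µM, then a duplicate retest at 5 µM averaging 50% or more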;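 note: plate controls were cells with TRAIL plus DMSO for no effect and medium-only wells lacking cells for full effect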
Cl transport mod = KCC2 cotransporter modulators, thallium flux, primary screen, cell-based, HEK293 KCC2, FluoZin-2 fluorescence, MLSMR. actives 2.2% (n = 190,000). B-score of Tl+ flux slope (higher = more flux/activation; lower = inhibition) at 10 µM. KCC2 cells, thallium flux FluoZin-2 fluorescence. Solute carrier family 12 member 5 (Homo sapiens), Q9H2X9;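 active = thallium flux slope and its plate-corrected score both differing from the plate sample mean at a set confidence after two filtering rounds, in either direction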;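 note: slope of fluorescence scaled to starting intensity during 10 to 20 s after thallium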
TRPN1 ag = zebrafish TRPN1 channel agonists, primary screen, cell-based, HEK293, calcium fluorescence. AID 1424, 2008. activation, % at 3 µM. actives 0.18% (n = 220,000). transient receptor potential cation channel N1 (TRPN1/NompC), Danio rerio. HEK293 zebrafish TRPN1-YFP, Fluo-8 calcium fluorescence; 100% = response to 87 µM carbachol;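 active = activation above its plate's cutoff, the mean activation of test wells on that plate plus 3 SD, cut at about 19% in these data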;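 note: 0% = DMSO alone and 100% = 87 µM carbachol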
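Control set: carbachol 87 µM as high control, DMSO as low control; system: HEK293 stable line with zebrafish TRPN1-YFP; read-out: % activation versus carbachol response; detection: intracellular calcium fluorescence with Fluo-8; doses: single test compound dose, 3 µM nominal, 0.3% DMSO; schedule: dye 1 h 37 °C plus 30 min RT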
thrombin 1536 = human alpha-thrombin inhibitors, primary screen, counter-screen for coagulation protease inhibitor project, biochemical, 1536-well, fluorogenic AMC substrate; Prothrombin (Homo sapiens), P00734; Boc-VPR-AMC fluorogenic substrate cleavage; inhibition, % at 5 µM; actives 0.26% (n = 220,000); AID 1046, 2008;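 active = inhibition at or above 40%; inactive = inhibition below 40%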;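 note: 0% = enzyme with no compound and 100% = wells without enzyme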
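Test system: human alpha-thrombin protein / Dosing: one concentration per compound, 5 µM, with 0.2% DMSO / Medium: pH 7.5 Tris-saline with Tween 20 / Benchmarks: no-compound enzyme wells and no-enzyme blanks / Read-out basis: percent inhibition of thrombin substrate cleavage / Timing: reaction at room temperature / Measured by: fluorescence, ex 355 nm, em 460 nm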
Calpain2 inh = inhibitors of pig calpain II, primary screen, biochemical, fluorogenic peptide substrate, 1536-well. AID 1236, 2008. actives 0.37% (n = 220,000). inhibition, % at 16 µM. purified calpain II, 30 min;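 active = inhibition above about 50%, limit read from the data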
TRPML3 agonist = human TRPML3 channel agonists, primary screen, cell-based, HEK293 TRPML3-YFP, Fluo-8 calcium fluorescence, 3 µM. Mucolipin-3 (Homo sapiens), Q8TDD5. 100% = the carbachol control signal. activation, % at 3 µM. actives 0.29% (n = 220,000). AID 1448, 2008;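 active = activation above its plate's cutoff, the mean activation of the plate's test wells plus 3 SD, cut at about 12% in these data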;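 note: 0% = DMSO only wells and 100% = carbachol wells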
Target sequence (Q8TDD5 whole entry, looked up): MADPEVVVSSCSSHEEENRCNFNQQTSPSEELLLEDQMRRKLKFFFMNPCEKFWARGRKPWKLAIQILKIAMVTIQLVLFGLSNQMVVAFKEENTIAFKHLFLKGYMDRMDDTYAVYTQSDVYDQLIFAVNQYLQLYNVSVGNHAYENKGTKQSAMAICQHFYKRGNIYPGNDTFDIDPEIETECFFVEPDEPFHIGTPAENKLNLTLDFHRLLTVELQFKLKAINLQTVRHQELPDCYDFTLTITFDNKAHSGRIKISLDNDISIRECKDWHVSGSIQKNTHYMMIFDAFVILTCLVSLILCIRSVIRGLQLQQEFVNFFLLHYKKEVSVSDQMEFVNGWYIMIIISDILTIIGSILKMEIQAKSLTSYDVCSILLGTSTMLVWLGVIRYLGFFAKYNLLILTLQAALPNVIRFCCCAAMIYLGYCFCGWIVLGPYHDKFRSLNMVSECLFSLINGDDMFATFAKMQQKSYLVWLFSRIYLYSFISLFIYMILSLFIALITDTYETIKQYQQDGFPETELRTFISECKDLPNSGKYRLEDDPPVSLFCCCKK
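Test system: TRPML3-YFP stable HEK293 cells. Doses: single point at 3 µM. Incubation: dye loading 1 h 37 °C then 30 min ambient, 125 s read. Signal: Fluo-8 calcium dye fluorescence, ex 470-495, em 515-575 nm. Measure: percent activation from peak-to-basal fluorescence ratio, scaled between DMSO and carbachol.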
Furin inh = human furin inhibitors, primary screen, biochemical, fluorescence intensity; P09958; purified furin, fluorogenic substrate cleavage; inhibition, % at 30 µM; actives 0.061% (n = 220,000); in the data active = inhibition above about 25%; note: inactives centre near -15
EBV gp42 inh = Epstein-Barr virus gp42 inhibitors, primary screen, biochemical, uHTS, fluorescence polarization | actives 0.42% (n = 220,000) | AID 1085, 2008 | inhibition, % (tested at 21.74 µM) | Fluorescence polarization binding assay, mP read-out; in the data active = inhibition above about 50%
Target sequence (Q1HVG2 whole entry, looked up): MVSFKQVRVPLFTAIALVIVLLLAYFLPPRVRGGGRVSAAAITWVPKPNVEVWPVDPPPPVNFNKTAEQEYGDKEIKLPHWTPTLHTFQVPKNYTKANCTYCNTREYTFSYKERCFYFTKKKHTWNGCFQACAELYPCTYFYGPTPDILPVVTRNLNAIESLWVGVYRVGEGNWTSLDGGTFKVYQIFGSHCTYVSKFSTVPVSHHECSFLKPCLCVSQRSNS
The depositor's hits bear a star; x = no result given; [ ] = another dose, or the depositor's remark.

SMILES	TbHK1 inh	PPC-1+TRAIL kill	Cl transport mod	TRPN1 ag	thrombin 1536	Calpain2 inh	TRPML3 agonist	Furin inh	EBV gp42 inh
O=C(CCN1C(=O)CSC1=O)Nc1ccccc1	-3	27	x	-1.3	-11	-38	0.0	-2	-1
O=C(c1ccco1)N1CCC(c2nc(-c3ccccc3Cl)no2)CC1	7	-6	x	3.1	2	5	0.7	-19	-8
CCOc1ccc2[nH]c3c(NCCc4ccc(OC)c(OC)c4)ncnc3c2c1	-20	31	0.25	-0.9	-3	-73	-0.5	-5	-55
O=C(Cc1ccc(S(=O)(=O)N2CCOCC2)s1)Nc1ccccc1N1CCOCC1	-8	19	0.54	-0.2	-7	-51	1.5	-23	-7
Cc1ccnc(NS(=O)(=O)c2ccc(NC(=O)c3ccc(S(=O)(=O)N4CCCC4)cc3)cc2)n1	-1	21	0.77	0.9	-4	-3	1.1	-40	-5
CCOC(=O)c1cc2c(=O)n3ccccc3nc2n(CCCOC)c1=NC(=O)c1ccncc1	-11	16	0.088	1.5	-9	-393	0.3	-19	-18
CS(=O)(=O)Nc1ccccc1NS(C)(=O)=O	3	9	0.93	0.2	-3	6	0.6	-18	-20
COc1ccc(Cl)cc1-c1nc(SCC(=O)N(C)C)n[nH]1	-1	3	0.16	-0.8	-1	-3	0.2	-22	0
CCn1c(C)nc2cc(C(=O)NNC(=S)Nc3ccc(F)cc3)ccc21	-11	-2	-0.47	-0.6	6	-10	1.0	-15	-12
CCOC(=O)CC(=O)CSc1nc2c(cc1C#N)CCCCCC2	x	9	x	x	-1	-274	x	x	-29
COc1ccccc1N1CCN(C(=O)CSc2ccc3c(C)cc(C)nc3n2)CC1	-20	9	-1.6	-0.7	-5	8	1.3	-12[20 µM]	-8
CCC(C(=O)NCc1ccco1)N(C(=O)CNS(=O)(=O)c1ccccc1)c1ccccc1C (centres undefined)	-1	27	-0.64	-1.2	0	3	0.3	-16	-4
Cc1cc(C)c(NC(=O)CSc2nc3[nH]ncc3c(=O)[nH]2)c(C)c1	1	2	0.85	-0.4	-8	-11	0.5	-20	-1
CCc1ccc(N/C(SC)=C(/C#N)C(N)=O)cc1	-24	-1	x	-1.5	24	15	-1.0	-15	-4
Cc1ccc(N(C(C)C(=O)Nc2c(C)n(C)n(-c3ccccc3)c2=O)S(C)(=O)=O)cc1C (centres undefined)	1	12	-0.86	-1.0	3	16	-0.3	-15	0
Cc1cccc(N2CC3=C(C2=O)C(c2ccccc2)NC(=O)N3C)c1 (centres undefined)	-2	-6	-0.37	0.1	5	-14	0.0	-2	-22
COc1cccc(NC(=O)c2cc([N+](=O)[O-])ccc2NCc2cccnc2)c1	-5	4	-2.2	-2.4	-1	8	-0.3	-4	-7
O=C(O)CSc1nnc(CNc2ccc(Cl)cc2)n1Cc1ccccc1	2	48	-0.21	-0.3	1	11	0.0	-21	3
O=C(OCCNC(=O)c1cc2ccccc2oc1=O)c1cccnc1	-24	5	x	0.9	0	-22	1.0	-8	-7
O=C(Nc1ccccc1C(=O)O)c1ccc(Br)c(S(=O)(=O)NCc2ccccc2)c1	-4	x	-1.2	0.9	-19	-20	-0.2	-21	-2
COc1ccc(C2N=C(N)N=C(N)N2c2ccccc2OC)cc1OC (centres undefined)	1	2	x	0.4	2	16	0.4	-4[20 µM]	-21
O=c1[nH]cnc2scc(-c3ccc(F)cc3)c12	-8	20	0.0077	-0.5	-3	-2	-0.2	-12[20 µM]	4
CC(=O)[C@@H]1[C@@H]2C(=O)N(C3CCCCC3)C(=O)[C@@H]2C2c3ccccc3C=CN21 (some centres undefined)	-8	8	x	1.8	0	-47	0.0	-12[20 µM]	50
CCOC(=O)C1CCCN(Cc2cn(C)nc2-c2ccc3c(c2)OCCO3)C1 (centres undefined)	-3	-28	-0.24	0.5	-14	-11	0.9	-20	-12
O=C(/C=C/Nc1cccc([N+](=O)[O-])c1)c1cccs1	7	6	0.13	-0.6	-2	4	0.1	-15[20 µM]	-7
CN1c2ccccc2C(C)(C)[C@]12C=Cc1cc(O)ccc1O2	-5	25	-3.4*	0.6	-2	11	2.2	-4[20 µM]	-12
Cc1ccc(-c2nc(CS(=O)(=O)CC(=O)NCCCN3CCN(C)CC3)c(C)o2)cc1	9	2	x	-0.7	-6	-11	-0.1	-12	-9
COc1ccc(NC(=O)c2cnc3n(c2=O)CCS3)cc1OC	-19	-5	0.79	-0.1	3	18	0.0	13	-9

Rewritten with two lines to a compound: part of the list above.
Below each compound – TbHK1 inh	PPC-1+TRAIL kill	Cl transport mod	TRPN1 ag	thrombin 1536	Calpain2 inh	TRPML3 agonist	Furin inh	EBV gp42 inh
O=C(CCN1C(=O)CSC1=O)Nc1ccccc1
  -3	27	x	-1.3	-11	-38	0.0	-2	-1
O=C(c1ccco1)N1CCC(c2nc(-c3ccccc3Cl)no2)CC1
  7	-6	x	3.1	2	5	0.7	-19	-8
CCOc1ccc2[nH]c3c(NCCc4ccc(OC)c(OC)c4)ncnc3c2c1
  -20	31	0.25	-0.9	-3	-73	-0.5	-5	-55
O=C(Cc1ccc(S(=O)(=O)N2CCOCC2)s1)Nc1ccccc1N1CCOCC1
  -8	19	0.54	-0.2	-7	-51	1.5	-23	-7
Cc1ccnc(NS(=O)(=O)c2ccc(NC(=O)c3ccc(S(=O)(=O)N4CCCC4)cc3)cc2)n1
  -1	21	0.77	0.9	-4	-3	1.1	-40	-5
CCOC(=O)c1cc2c(=O)n3ccccc3nc2n(CCCOC)c1=NC(=O)c1ccncc1
  -11	16	0.088	1.5	-9	-393	0.3	-19	-18
CS(=O)(=O)Nc1ccccc1NS(C)(=O)=O
  3	9	0.93	0.2	-3	6	0.6	-18	-20
COc1ccc(Cl)cc1-c1nc(SCC(=O)N(C)C)n[nH]1
  -1	3	0.16	-0.8	-1	-3	0.2	-22	0
CCn1c(C)nc2cc(C(=O)NNC(=S)Nc3ccc(F)cc3)ccc21
  -11	-2	-0.47	-0.6	6	-10	1.0	-15	-12
CCOC(=O)CC(=O)CSc1nc2c(cc1C#N)CCCCCC2
  x	9	x	x	-1	-274	x	x	-29
COc1ccccc1N1CCN(C(=O)CSc2ccc3c(C)cc(C)nc3n2)CC1
  -20	9	-1.6	-0.7	-5	8	1.3	-12[20 µM]	-8
